# Bioassay records (PubChem BioAssay)
# LGR2 antag: blocks bursicon-induced cAMP signaling via Drosophila LGR2; HEK293 LGR2, CRE-luciferase, bursicon-stimulated, 4 h; inhibition, % at 9.99 µM; actives 0.35% (n = 380,000);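 active = drop in luminescence signal, shown as inhibition above about 50% in the replicate tests, limit read from the data, passing the limit was not always enough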;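 also: agonist challenge used bursicon conditioned medium at about half maximal strength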
# PGC1a acetyl inh: PGC1a acetylation modulation, inhibitor mode; U2OS PGC1a acetylation, AlphaScreen anti-acetyl-lysine; with virally co-expressed GCN5 acetyltransferase; inhibition, % at 15.6 µM; actives 0.17% (n = 350,000); AID 651687;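 active = every replicate shows inhibition of at least 40%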;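 also: 0% = neutral control wells and 100% = positive control wells; some results beyond the cut were filed as inactive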
# FN deposit inh: fibronectin deposition inhibition | inhibition, % at 12.6 µM | AH1F fibroblasts, Alexa488-fibronectin deposition fluorescence, overnight | AID 743247 | actives 0.086% (n = 350,000);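 active = mean inhibition across replicates of 30% or more, regardless of how many single replicates reach that level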;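 also: positive control wells lacked labelled fibronectin entirely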
#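 material = AH1F fibroblast monolayer depositing Alexa488-labelled fibronectin into matrix | amount = 10000 AH1F cells/well | buffer or medium = DMEM plus 2% serum, read in PBS | incubation = 1 h cell adhesion before compound, then overnight fibronectin incubation | detection = fluorescence at 485 nm excitation, 525 nm emission | evaluation = percent inhibition as loss of matrix-bound fibronectin fluorescence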
# PAX8 inh HTS: inhibitors of PAX8 transcriptional activity in RMG-I cells; inhibition, % at 12.6 µM; actives 1.2% (n = 360,000); RMG-I TPO-luciferase reporter, SteadyGlo, 24 h; AID 652154;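 active = mean replicate inhibition at least 60% with every replicate also reaching 60%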;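 also: luciferase light reporting Pax8 driven TPO promoter activity; plate controls were median of neutral control wells for no effect and mitoxantrone controls for full effect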
# EWS-Fli block: EWS/Fli transcriptional activity inhibition. A673 NR0B1-luciferase reporter, viability-normalised. inhibition, % at 12.6 µM. actives 0.67% (n = 350,000);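 active = mean inhibition of at least 50% after viability correction, with every replicate also passing that limit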;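 also: firefly luciferase signal divided by Alamar Blue viability fluorescence both relative to DMSO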
# CASP6 VEID inh: blocks human caspase-6 cleavage activity | P55212 | purified caspase-6, Z-VEID-R110 cleavage fluorescence | inhibition, % at 12.5 µM | actives 0.53% (n = 350,000) | AID 686996;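 active = mean inhibition across replicates at least about 35%, with every replicate also reaching that limit, limit read from the data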;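 also: 0% = median of neutral control wells and 100% = no fluorescence left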
# Target sequence (P55212 24-179 limits assumed): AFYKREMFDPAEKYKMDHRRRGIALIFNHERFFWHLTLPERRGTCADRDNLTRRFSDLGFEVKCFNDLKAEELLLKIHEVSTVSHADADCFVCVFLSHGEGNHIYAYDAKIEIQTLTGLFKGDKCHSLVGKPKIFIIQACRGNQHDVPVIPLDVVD
# Target sequence (P55212 194-293 limits assumed): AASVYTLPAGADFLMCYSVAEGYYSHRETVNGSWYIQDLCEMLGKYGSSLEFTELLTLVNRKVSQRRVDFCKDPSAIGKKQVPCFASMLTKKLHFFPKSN
# miR-122 sensor: miR-122 inhibition in Huh7 cells; Huh7 miR-122 Renilla luciferase sensor, 48 h; neutral wells = 0, positive control = 100; activation (reporter increase), % at 12.5 µM; actives 0.3% (n = 340,000); AID 602342;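 active = mean replicate activation score at least 90 and every replicate individually at or above 90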;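 also: higher luciferase means less miR-122 activity so hits act as miR-122 inhibitors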
# Cneo AK release: causes C. neoformans cell lysis. adenylate kinase release luminescence, 4 h; normalised: neutral wells 0, clomiphene wells 100. lysis activity, % at 15 µM. actives 0.2% (n = 360,000). AID 651654;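 active = mean lysis activity across replicates of at least 80%, whatever share of replicates individually reach that level; inactive = mean lysis activity below 80%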
#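 Material – log-phase Cryptococcus neoformans yeast cells · Input – 5 × 10^6 yeast cells/mL · Medium – fresh YPD growth medium · Doses – single compound concentration per well · Timing – static 4 h at 37 °C with compound, 1 h detection · Detection – adenylate kinase release luminescence · Read-out – signal increase indicating cell lysis · Control set – Clomiphene as positive lysis control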
# An asterisk follows results filed as active; / = no result given; [ ] = dose if it differs, or a comment. The order is random. Share with any hit: about 2.5%.
SMILES,LGR2 antag,PGC1a acetyl inh,FN deposit inh,PAX8 inh HTS,EWS-Fli block,CASP6 VEID inh,miR-122 sensor,Cneo AK release
O=C(COc1ccc(S(=O)(=O)N2CCOCC2)cc1)N1CCN(c2ccccc2)CC1,-2,11,9,-5,/,-4,/,1
CCCCCOc1ccc(C(=O)CCC(=O)NNC(=O)c2ccncc2)cc1,-28,3,4,-22,4,3,-2,/
Cn1c(CCc2ccccc2)nnc1SCC(=O)N1CCOCC1,/,4,5,/,/,/,3,-1
CCOC(=O)c1c(C)oc2c1c(CN1CCN(C(=O)OCC)CC1)c(O)c1ccccc12,-46,/,4,-130,-22,0,/,/
COc1cccc(S(=O)(=O)N[C@H]2CC[C@H](CC(=O)NC3Cc4ccccc4C3)O[C@H]2CO)c1,5,-5,-4,10,2,3,3[16.7 µM],0
Cc1nc(SCC(=O)c2ccccc2)[nH]c(=O)c1Oc1ccc(Cl)cc1,-15,/,1,5,2,-2,/,/
COc1ccc(N2CC(O)(c3ccc(C)cc3)[N+]3=C2CCCC3)cc1 (configuration not stated),-9,10,0,2,-3,1,/,/
COc1ccc2c(c1)[nH]c1c(=O)n(Cc3ccncc3)cnc12,-7,-4,-1,-3,-10,-1,3,5
CN(c1cccc(NC(=O)c2ccc(N(C)S(=O)(=O)c3ccccc3)cc2)c1)S(C)(=O)=O,19,/,7,19,3,3,/,/
CC(=O)N1c2ccc(S(=O)(=O)NCCC(=O)Nc3ccc(F)cc3C)cc2CC1C (configuration not stated),-1,0,3,10,-3,3,8,-1
O=C(NCc1ccccc1CN1CCOCC1)c1ccc(-n2cccn2)cc1,2,/,-3,14,-3,-3,/,0
O=S(=O)(c1ccccc1F)N1CCCCN2[C@H](CO)[C@@H](c3ccc(-c4cccnc4)cc3)[C@H]2C1,0,-2,/,-1,/,-1,-5[16.7 µM],0
COc1cc(/C=N/N2CCN(Cc3ccc(Cl)cc3)CC2)ccc1OC(C)=O,-2,-4,-2,6,7,0,-3,-4
CC(=O)Nc1ccc(NC(=O)C(C)OC(=O)C2CCC2)cc1 (configuration not stated),3,/,3,-35,-3,-60,/,-1
CC(C)(C)NC(=O)c1ccc2c(c1)C(=O)N(C1CCCCC1)C2=O,-15,-7,3,-38,/,0,-4,10
CN1[C@@H]2c3ccc(-c4ccc(F)cc4)c(=O)n3C[C@@H]2[C@@H](CO)[C@@H]1C(=O)Nc1ccccc1,6,/,/,/,-5,-2,/,-1
C[C@H](CO)N1C[C@H](C)[C@H](CN(C)S(=O)(=O)c2cn(C)cn2)Oc2c(NC(=O)Nc3ccccc3)cccc2C1=O,-6,5,/,/,-7,-1,-2[16.7 µM],-1
COc1ccc(CCNC(=O)c2cc3c(=O)n4cccc(C)c4nc3n(CCCN3CCOCC3)c2=N)cc1,-13,/,-1,-9,/,-6,/,0
COCCN(C(=O)c1csnn1)C(C(=O)NC1CCCCC1)c1cccs1 (configuration not stated),/,0,6,/,/,/,6,-1
N#CCCN(C(=O)COC(=O)c1ccc2c(=O)n3c(nc2c1)CCC3)c1ccccc1,10,12,-9,3,11,2,/,/
C[C@H](CO)N1C[C@H](C)[C@H](CN(C)Cc2ccc(C(=O)Nc3ccccc3N)cc2)Oc2ccc(NC(=O)Nc3cccc4ccccc34)cc2C1=O,5,-2,/,16,/,-1,/,/
O=C(Nc1cccc(Cl)c1)C1CC1c1ccccc1 (configuration not stated),7,5,7,0,6,1,/,/
COC(=O)c1ccccc1-c1ccc(C(c2c(C)[nH][nH]c2=O)c2c(C)[nH][nH]c2=O)o1,15,/,/,21,16,42*,/,/
Cc1ccc(S(=O)(=O)Nc2ccc(N=Nc3ccc(O)cc3)cc2)cc1,-22,/,6,2,11,7,/,/
O=C(C[C@@H]1CC[C@H](NC(=O)CCN2CCCCC2)[C@@H](CO)O1)Nc1ccc(-c2ccccc2)cc1,5,0,16,4,-15,-3,/,5
NC(=S)c1ccc(C(N)=S)o1,/,11,1,/,/,/,2,0
CCC(=O)N1CCC(NC(=O)Nc2ccc(OC(F)(F)F)cc2)CC1,6,7,-11,8,-3,1,-4,-2
N=c1c(C(=O)NCc2ccc(F)cc2)cc2c(=O)n3ccccc3nc2n1Cc1cccnc1,/,/,-1,-22,/,/,8,1
COCCCNC(=O)CCCn1c(=O)c2ccccc2n(Cc2cccc([N+](=O)[O-])c2)c1=O,0,-6,10,8,-6,1,-12,3
CN1C(=O)c2cc(NS(=O)(=O)CC(F)(F)F)ccc2OC[C@H]2O[C@@H](CC(=O)NCc3ccc(Cl)c(Cl)c3)CC[C@@H]21,5,2,0,/,-2,2,/,/
C[C@H]1CCCCO[C@H](CN(C)CC2CCCCC2)[C@@H](C)CN([C@@H](C)CO)C(=O)c2cc(NS(=O)(=O)c3cn(C)cn3)ccc2O1,-13,/,/,-11,-5,-1,13[16.7 µM],0
O=C(COC(=O)c1ccc(O)cc1O)NC12CC3CC(CC(C3)C1)C2,-49,/,0,-48,-35,6,-10,-3
Cc1ccc2cc(CCNC(=O)c3ccc(S(=O)(=O)N4CCOCC4)cc3)c(=O)[nH]c2c1,3,-6,-1,/,-6,1,-1,-1
CCCNC(=O)C[C@H]1C[C@@H]2c3cc(NC(=O)Nc4ccccc4)ccc3O[C@@H]2[C@@H](CO)O1,-4,5,-2,5,-4,/,-2[16.7 µM],-2

# Compounds above that contain nitrogen in an aromatic ring (16):
SMILES,LGR2 antag,PGC1a acetyl inh,FN deposit inh,PAX8 inh HTS,EWS-Fli block,CASP6 VEID inh,miR-122 sensor,Cneo AK release
CCCCCOc1ccc(C(=O)CCC(=O)NNC(=O)c2ccncc2)cc1,-28,3,4,-22,4,3,-2,/
Cn1c(CCc2ccccc2)nnc1SCC(=O)N1CCOCC1,/,4,5,/,/,/,3,-1
Cc1nc(SCC(=O)c2ccccc2)[nH]c(=O)c1Oc1ccc(Cl)cc1,-15,/,1,5,2,-2,/,/
COc1ccc2c(c1)[nH]c1c(=O)n(Cc3ccncc3)cnc12,-7,-4,-1,-3,-10,-1,3,5
O=C(NCc1ccccc1CN1CCOCC1)c1ccc(-n2cccn2)cc1,2,/,-3,14,-3,-3,/,0
O=S(=O)(c1ccccc1F)N1CCCCN2[C@H](CO)[C@@H](c3ccc(-c4cccnc4)cc3)[C@H]2C1,0,-2,/,-1,/,-1,-5[16.7 µM],0
CN1[C@@H]2c3ccc(-c4ccc(F)cc4)c(=O)n3C[C@@H]2[C@@H](CO)[C@@H]1C(=O)Nc1ccccc1,6,/,/,/,-5,-2,/,-1
C[C@H](CO)N1C[C@H](C)[C@H](CN(C)S(=O)(=O)c2cn(C)cn2)Oc2c(NC(=O)Nc3ccccc3)cccc2C1=O,-6,5,/,/,-7,-1,-2[16.7 µM],-1
COc1ccc(CCNC(=O)c2cc3c(=O)n4cccc(C)c4nc3n(CCCN3CCOCC3)c2=N)cc1,-13,/,-1,-9,/,-6,/,0
COCCN(C(=O)c1csnn1)C(C(=O)NC1CCCCC1)c1cccs1 (configuration not stated),/,0,6,/,/,/,6,-1
N#CCCN(C(=O)COC(=O)c1ccc2c(=O)n3c(nc2c1)CCC3)c1ccccc1,10,12,-9,3,11,2,/,/
COC(=O)c1ccccc1-c1ccc(C(c2c(C)[nH][nH]c2=O)c2c(C)[nH][nH]c2=O)o1,15,/,/,21,16,42*,/,/
N=c1c(C(=O)NCc2ccc(F)cc2)cc2c(=O)n3ccccc3nc2n1Cc1cccnc1,/,/,-1,-22,/,/,8,1
COCCCNC(=O)CCCn1c(=O)c2ccccc2n(Cc2cccc([N+](=O)[O-])c2)c1=O,0,-6,10,8,-6,1,-12,3
C[C@H]1CCCCO[C@H](CN(C)CC2CCCCC2)[C@@H](C)CN([C@@H](C)CO)C(=O)c2cc(NS(=O)(=O)c3cn(C)cn3)ccc2O1,-13,/,/,-11,-5,-1,13[16.7 µM],0
Cc1ccc2cc(CCNC(=O)c3ccc(S(=O)(=O)N4CCOCC4)cc3)c(=O)[nH]c2c1,3,-6,-1,/,-6,1,-1,-1

# Record cards, as listed above. Order of values: LGR2 antag	PGC1a acetyl inh	FN deposit inh	PAX8 inh HTS	EWS-Fli block	CASP6 VEID inh	miR-122 sensor	Cneo AK release
# O=C(C[C@@H]1CC[C@H](NC(=O)CCN2CCCCC2)[C@@H](CO)O1)Nc1ccc(-c2ccccc2)cc1 is listed with 5	0	16	4	-15	-3	/	5
# O=C(COC(=O)c1ccc(O)cc1O)NC12CC3CC(CC(C3)C1)C2 is listed with -49	/	0	-48	-35	6	-10	-3
